# From PubChem
# TcdB inh = TcdB glycohydrolase inhibition. P18177. TcdB glycohydrolase enzymatic assay, plate reader. inhibition, % at 9.99 µM. 0.24% of 350,000 active. AID 652162; in the data active = inhibition above about 10%
# * = called active by the depositor.
SMILES,TcdB inh
COc1ccccc1S(=O)(=O)N(C)C[C@@H]1Oc2cc(/C=C/c3ccccc3)ccc2S(=O)(=O)N([C@@H](C)CO)C[C@H]1C,-2.5
O=C(C[C@@H]1C[C@H]2c3cc(NC(=O)Nc4ccccc4F)ccc3O[C@H]2[C@@H](CO)O1)NCc1ccncc1,0.4
O=C(NC[C@@H]1CC[C@@H]2[C@@H](CN2C(=O)C2CCOCC2)O1)c1cccnc1,-1.4
COc1ccc(CN(C)C[C@H]2Oc3ccc(NC(=O)Cc4cn(C)c5ccccc45)cc3C(=O)N([C@H](C)CO)C[C@H]2C)cc1,-0.7
COc1ccc(NC(=O)N(C)C[C@H]2Oc3c(NC(=O)NC4CCCCC4)cccc3C(=O)N([C@@H](C)CO)C[C@H]2C)cc1,3.6
C[C@@H]1CCCCO[C@@H](CN(C)S(C)(=O)=O)[C@@H](C)CN([C@@H](C)CO)C(=O)c2cc(NC(=O)c3ccccc3)ccc2O1,-0.2
O=C(C[C@@H]1CC[C@@H](NC(=O)c2ccccn2)[C@@H](CO)O1)NCc1cc(F)cc(F)c1,-0.6
C[C@@H]1CN([C@@H](C)CO)C(=O)c2cc(C#Cc3ccncc3)cnc2O[C@H]1CN(C)S(=O)(=O)c1ccccc1F,0.8
Cc1ccc(-c2ccc([C@H]3[C@H](CO)N4C(=O)CN(C(=O)Nc5cccc(F)c5)C[C@@H]34)cc2)cc1,-0.7
C[C@@H]1CN([C@H](C)CO)C(=O)Cc2cc(NC(=O)Nc3ccc4c(c3)OCO4)ccc2O[C@H]1CN(C)C(=O)Nc1ccc(C(F)(F)F)cc1,-0.2
COc1ccc(NC(=O)Nc2ccc3c(c2)C(=O)N([C@H](C)CO)C[C@H](C)[C@H](CN(C)Cc2ccc(Cl)c(Cl)c2)O3)cc1,-0.2
CS(=O)(=O)N1CC(=O)N2[C@H](CO)[C@H](c3ccc(C#Cc4ccccc4)cc3)[C@@H]2C1,0.2

# No new results follow: entries from further up.
SMILES,TcdB inh
COc1ccc(NC(=O)N(C)C[C@H]2Oc3c(NC(=O)NC4CCCCC4)cccc3C(=O)N([C@@H](C)CO)C[C@H]2C)cc1,3.6
C[C@@H]1CCCCO[C@@H](CN(C)S(C)(=O)=O)[C@@H](C)CN([C@@H](C)CO)C(=O)c2cc(NC(=O)c3ccccc3)ccc2O1,-0.2
O=C(C[C@@H]1CC[C@@H](NC(=O)c2ccccn2)[C@@H](CO)O1)NCc1cc(F)cc(F)c1,-0.6
C[C@@H]1CN([C@@H](C)CO)C(=O)c2cc(C#Cc3ccncc3)cnc2O[C@H]1CN(C)S(=O)(=O)c1ccccc1F,0.8
Cc1ccc(-c2ccc([C@H]3[C@H](CO)N4C(=O)CN(C(=O)Nc5cccc(F)c5)C[C@@H]34)cc2)cc1,-0.7

# Next part:
SMILES,TcdB inh
CO[C@H]1CN(C)C(=O)c2ccc(NC(=O)CC(F)(F)F)cc2OC[C@H](C)N(C(C)=O)C[C@H]1C,-1.4
C[C@@H]1CN([C@H](C)CO)C(=O)c2cccc(NC(=O)C3CCCCC3)c2O[C@@H]1CN(C)Cc1ccc(C(F)(F)F)cc1,0.9
CC(C)C#Cc1cnc2c(c1)C(=O)N([C@@H](C)CO)C[C@H](C)[C@H](CN(C)Cc1cccc(F)c1)O2,-0.9
COc1ccccc1-c1cnc2c(c1)C(=O)N([C@@H](C)CO)C[C@@H](C)[C@H](CN(C)Cc1ccc(C(=O)O)cc1)O2,-0.2
O=C(C1CCC1)N1CC2(C1)[C@H](c1ccccc1)[C@@H](CO)N2C(=O)c1ccccn1,-0.6
C[C@H]1CN([C@@H](C)CO)C(=O)Cc2cc(N(C)C)ccc2O[C@@H]1CN(C)Cc1ccccc1,-6.0
C[C@@H]1CN([C@H](C)CO)S(=O)(=O)c2ccc(C#CCN(C)C)cc2O[C@@H]1CN(C)Cc1cccnc1,-1.6
CCN1[C@@H]2c3ccc(C4=CCCCC4)c(=O)n3C[C@@H]2[C@@H](CO)[C@@H]1C(=O)NC1Cc2ccccc2C1,0.1
COCC(=O)Nc1ccc2c(c1)OC[C@@H](C)N(Cc1ccccc1F)C[C@@H](C)[C@@H](OC)CN(C)C2=O,0.6
CN(C)C(=O)C[C@@H]1C[C@@H]2c3cc(NC(=O)C4CCOCC4)ccc3O[C@@H]2[C@@H](CO)O1,-2.0
Cc1noc(C)c1S(=O)(=O)N(C)C[C@@H]1Oc2ccc(NC(=O)Nc3ccc4c(c3)OCO4)cc2CC(=O)N([C@@H](C)CO)C[C@H]1C,-1.6
COCC#Cc1ccc([C@H]2[C@H]3CN(C(=O)C4CC4)CC(=O)N3[C@H]2CO)cc1,-10.5
C[C@@H]1CN([C@@H](C)CO)C(=O)c2cc(NC(=O)CCCCCC(=O)Nc3ccccc3N)ccc2O[C@H]1CN(C)S(=O)(=O)c1ccc(F)cc1,-0.3
C[C@@H]1CCCCO[C@H](CN(C)Cc2ccc(C(F)(F)F)cc2)[C@@H](C)CN([C@@H](C)CO)C(=O)c2cc(NS(=O)(=O)c3cccs3)ccc2O1,0.2
COc1ccc(NC(=O)N(C)C[C@H]2Oc3ccc(NC(=O)Nc4ccccc4)cc3CC(=O)N([C@@H](C)CO)C[C@H]2C)cc1,0.4
CC=Cc1ccc2n(c1=O)C[C@@H]1[C@@H](CO)[C@H](C(=O)NCc3ccccc3F)N(CCC)[C@H]21 (mixture of isomers),-1.0
CC(C)C#Cc1cnc2c(c1)C(=O)N([C@@H](C)CO)C[C@H](C)[C@H](CN(C)C(=O)CCN1CCCCC1)O2,1.4
C[C@H]1CN([C@@H](C)CO)S(=O)(=O)c2ccc(Br)cc2O[C@@H]1CN(C)Cc1cncnc1,-0.3
C[C@@H]1CN([C@H](C)CO)C(=O)c2cccc(NC(=O)c3ccncc3)c2O[C@@H]1CN(C)CC1CC1,-3.0
C[C@@H]1CN([C@H](C)CO)C(=O)c2cc(NS(C)(=O)=O)ccc2O[C@@H]1CN(C)Cc1ccc(Cl)c(Cl)c1,-0.9
CCCN(C)C[C@H]1OCCCC[C@H](C)Oc2ccc(NC(=O)Nc3ccc(C(F)(F)F)cc3)cc2C(=O)N([C@@H](C)CO)C[C@H]1C,0.5
C[C@@H]1CN([C@H](C)CO)C(=O)c2cc(C#CC3(O)CCCC3)cnc2O[C@@H]1CN(C)S(=O)(=O)c1cccc(F)c1,1.0
COc1cccc(S(=O)(=O)N2C[C@@H](O)COC[C@@H]3O[C@H](CC(=O)Nc4ccccc4)CC[C@H]32)c1,0.8
COCc1cn(CC[C@H]2CC[C@@H](NC(=O)Nc3ccc(C(F)(F)F)cc3)[C@@H](CO)O2)nn1,0.5
COc1ccccc1CNC(=O)C[C@@H]1CC[C@H]2[C@@H](COC[C@H](O)CN2C(=O)Nc2ccc(C(F)(F)F)cc2)O1,-1.4
Cc1noc(C)c1NC(=O)Nc1ccc2c(c1)C(=O)N([C@@H](C)CO)C[C@@H](C)[C@@H](CN(C)C(=O)NC(C)C)OCCCC[C@@H](C)O2,0.1
COc1ccccc1S(=O)(=O)N(C)C[C@@H]1Oc2ncc(-c3ccc(C)cc3)cc2C(=O)N([C@H](C)CO)C[C@H]1C,0.2
O=C(CC1CC1)N[C@@H]1C[C@@H]2O[C@@H](CO)CC[C@@H]2O[C@@H]1CCc1ccc(C#Cc2ccccc2)cc1,0.1
C[C@@H]1CN([C@@H](C)CO)C(=O)c2cc(NC(=O)C3CCCCC3)ccc2O[C@H]1CN(C)Cc1ccccc1,-1.8
COc1ccc2c3c([nH]c2c1)[C@@H](CO)N(Cc1ccccc1OC)CC31CN(S(=O)(=O)c2ccccc2)C1,0.7
CO[C@@H]1CN(C)C(=O)c2ccc(NC(=O)Nc3cc(F)ccc3F)cc2OC[C@H](C)NC[C@@H]1C,1.3
CO[C@@H]1CN(C)C(=O)c2cc(NC(=O)c3cccc(F)c3)ccc2OC[C@H](C)N(CC2CC2)C[C@@H]1C,0.6
C[C@H]1CN([C@@H](C)CO)C(=O)c2cc(NS(C)(=O)=O)ccc2O[C@H]1CN(C)Cc1ccc(C(=O)O)cc1,-1.1
COc1ccc(CN(C)C[C@@H]2Oc3ccc(NC(=O)Nc4cccc5ccccc45)cc3CC(=O)N([C@H](C)CO)C[C@H]2C)cc1,-0.8
COc1ccc(C#Cc2ccc3c(c2)[C@H]2[C@H](CCN2C(=O)c2ccccn2)[C@H](CO)N3)cc1,-0.3
CCC(=O)N(C)C[C@@H]1Oc2ncc(-c3ccc(F)cc3)cc2C(=O)N([C@@H](C)CO)C[C@H]1C,-0.8

# Brought forward from above: 5 compounds, followed by the next part.
SMILES,TcdB inh
CO[C@@H]1CN(C)C(=O)c2cc(NC(=O)c3cccc(F)c3)ccc2OC[C@H](C)N(CC2CC2)C[C@@H]1C,0.6
C[C@H]1CN([C@@H](C)CO)C(=O)c2cc(NS(C)(=O)=O)ccc2O[C@H]1CN(C)Cc1ccc(C(=O)O)cc1,-1.1
COc1ccc(CN(C)C[C@@H]2Oc3ccc(NC(=O)Nc4cccc5ccccc45)cc3CC(=O)N([C@H](C)CO)C[C@H]2C)cc1,-0.8
COc1ccc(C#Cc2ccc3c(c2)[C@H]2[C@H](CCN2C(=O)c2ccccn2)[C@H](CO)N3)cc1,-0.3
CCC(=O)N(C)C[C@@H]1Oc2ncc(-c3ccc(F)cc3)cc2C(=O)N([C@@H](C)CO)C[C@H]1C,-0.8
CC(=O)N(C)C[C@H]1Oc2ncc(C#Cc3ccccn3)cc2C(=O)N([C@@H](C)CO)C[C@@H]1C,-6.7
Cc1ccc(S(=O)(=O)Nc2ccc3c(c2)C(=O)N([C@@H](C)CO)C[C@@H](C)[C@@H](CN(C)Cc2ccccc2)O3)cc1,1.5
COCC(=O)N(C)C[C@H]1Oc2cc(-c3cccnc3)ccc2S(=O)(=O)N([C@@H](C)CO)C[C@@H]1C,-1.1
COc1ccc(NC(=O)N(C)C[C@@H]2OCCCC[C@@H](C)Oc3ccc(NS(=O)(=O)c4ccccc4)cc3C(=O)N([C@H](C)CO)C[C@H]2C)cc1,0.1
N#C[C@@H]1[C@H](c2ccccc2C2=CCCCC2)[C@@H](CO)N1C(=O)Cc1ccncc1,0.9
CCC(=O)N1[C@H](CO)[C@@H]2c3ccccc3N(S(=O)(=O)c3ccccc3F)C[C@@H]21,-0.6
C[C@@H]1CN([C@H](C)CO)C(=O)c2cc(-c3cccc(C#N)c3)cnc2O[C@@H]1CN(C)C(=O)C1CC1,0.7
C[C@@H]1CN([C@@H](C)CO)C(=O)c2cc(-c3cccnc3)cnc2O[C@H]1CN(C)S(C)(=O)=O,0.5
COc1ccc2c3c(n(C)c2c1)[C@@H](CO)N(Cc1cc(F)ccc1F)CC31CN(C(=O)C2CC2)C1,-2.6
CC(C)C#Cc1cnc2c(c1)C(=O)N([C@H](C)CO)C[C@@H](C)[C@H](CN(C)C(=O)Nc1ccccc1)O2,1.0
O=S(=O)(Cc1ccccc1)N1CCCCN2[C@H](CO)[C@H](c3ccc(-c4ccc(F)cc4)cc3)[C@@H]2C1,-0.3
C[C@@H]1CN([C@H](C)CO)C(=O)c2cccc(NC(=O)CCCCCC(=O)Nc3ccccc3N)c2O[C@@H]1CN(C)Cc1ccccc1,0.5
CN1C(=O)c2cc(NC(=O)c3ccccc3Cl)ccc2OC[C@@H]2O[C@H](CC(=O)O)CC[C@@H]21,0.7
CCC(=O)Nc1ccc2c(c1)C(=O)N(C)C[C@H](OC)[C@H](C)CN(C(=O)c1ccccn1)[C@H](C)CO2,0.5
N#C[C@H]1[C@@H](c2ccc(C3=CCCC3)cc2)[C@@H](CO)N1C(=O)C1CCOCC1,-1.1
Cc1noc(C)c1NC(=O)N(C)C[C@@H]1Oc2c(NS(C)(=O)=O)cccc2C(=O)N([C@@H](C)CO)C[C@H]1C,-7.5
C[C@@H]1CN([C@@H](C)CO)C(=O)Cc2cc(NC(=O)C3CCCCC3)ccc2O[C@H]1CN(C)Cc1ccccc1,0.7
CN1CCN(C(=O)C[C@@H]2C[C@H]3c4cc(NC(=O)C5CCC5)ccc4O[C@H]3[C@H](CO)O2)CC1,-3.1
Cc1ccc(S(=O)(=O)Nc2ccc3c(c2)CC(=O)N([C@H](C)CO)C[C@H](C)[C@H](CN(C)S(=O)(=O)c2cn(C)cn2)O3)cc1,1.2
C[C@@H]1CCCCO[C@@H](CN(C)S(=O)(=O)c2cccs2)[C@H](C)CN([C@@H](C)CO)C(=O)c2cc(NC(=O)Nc3ccccc3)ccc2O1,0.0
N#C[C@@H]1[C@@H](c2ccc(-c3cncnc3)cc2)[C@H](CO)N1C(=O)C1CCOCC1,0.1
CCC(=O)N(C)C[C@@H]1Oc2cc(C#C[C@H](C)O)ccc2S(=O)(=O)N([C@H](C)CO)C[C@@H]1C,1.3
C/C=C/c1ccc([C@@H]2[C@@H](CO)N(C(C)=O)C23CN(C(=O)NC2CCCCC2)C3)cc1,-0.7
C[C@@H]1CN([C@H](C)CO)C(=O)c2cc(N(C)C)ccc2O[C@H]1CN(C)Cc1ccc(-c2ccccc2)cc1,-0.8
C[C@@H]1CN([C@H](C)CO)C(=O)c2cccc(NC(=O)Nc3ccc(C(F)(F)F)cc3)c2O[C@H]1CN(C)S(=O)(=O)c1ccc(Cl)cc1,-0.3
Cc1noc(C)c1S(=O)(=O)Nc1ccc2c(c1)CC(=O)N([C@H](C)CO)C[C@H](C)[C@H](CN(C)C(=O)Nc1ccc(C(F)(F)F)cc1)O2,3.8
CCCNC(=O)N(C)C[C@H]1Oc2ncc(C#CCC3CCCC3)cc2C(=O)N([C@@H](C)CO)C[C@H]1C,-0.2
CCS(=O)(=O)N1[C@H](C#N)[C@@H](c2ccc(C#CCC3CCCC3)cc2)[C@@H]1CO,0.1
Cc1noc(C)c1NC(=O)Nc1ccc2c(c1)C(=O)N([C@H](C)CO)C[C@H](C)[C@H](CN(C)CC1CC1)OCCCC[C@@H](C)O2,-0.3
O=C(C[C@H]1C[C@H]2c3cc(NS(=O)(=O)c4ccccc4)ccc3O[C@H]2[C@H](CO)O1)N1CCOCC1,-0.5
COc1ccc(S(=O)(=O)Nc2ccc3c(c2)C(=O)N([C@@H](C)CO)C[C@H](C)[C@H](CN(C)C(=O)CCCN(C)C)OCCCC[C@H](C)O3)cc1,-0.6
C/C=C/c1cnc2c(c1)C(=O)N([C@H](C)CO)C[C@H](C)[C@H](CN(C)S(=O)(=O)c1cn(C)cn1)O2,0.6
O=C(c1ccccn1)N1C[C@H]2[C@@H](c3ccccc31)[C@@H](CO)N2C(=O)Cc1ccccc1,2.0

# An excerpt; count on the stated rates, not on these rows.
